NPYLR7 agonist = activates Aedes aegypti NPYLR7 receptor | HEK293T NPYLR7/Galpha15, GCaMP6s calcium fluorescence | activation, % at 10 µM | hit rate 0.15% among 270,000 | AID 1259423; in the data active = activation above about 40%;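 note: 0% = vehicle and 100% = reference agonist at the receptor; some compounds past the cut are filed as inactive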
mcGAS inh = inhibitors of mouse cGAS; Q8C6L5; recombinant cGAS, Kinase-Glo ATP depletion luminescence; inhibition, % at 12.5 µM; hit rate 0.15% among 160,000; AID 1259399;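 note: 0% = negative control wells and 100% = reference inhibitor with no enzyme activity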
hcGAS inh = blocks human cGAS activity. inhibition, % at 12.5 µM. recombinant h-cGAS, ATP depletion, Kinase-Glo luminescence. AID 1259398. hit rate 0.081% among 290,000;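 note: 0% = vehicle reaction and 100% = reaction without DNA for no activity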
Target sequence (Q8N884 whole entry, looked up): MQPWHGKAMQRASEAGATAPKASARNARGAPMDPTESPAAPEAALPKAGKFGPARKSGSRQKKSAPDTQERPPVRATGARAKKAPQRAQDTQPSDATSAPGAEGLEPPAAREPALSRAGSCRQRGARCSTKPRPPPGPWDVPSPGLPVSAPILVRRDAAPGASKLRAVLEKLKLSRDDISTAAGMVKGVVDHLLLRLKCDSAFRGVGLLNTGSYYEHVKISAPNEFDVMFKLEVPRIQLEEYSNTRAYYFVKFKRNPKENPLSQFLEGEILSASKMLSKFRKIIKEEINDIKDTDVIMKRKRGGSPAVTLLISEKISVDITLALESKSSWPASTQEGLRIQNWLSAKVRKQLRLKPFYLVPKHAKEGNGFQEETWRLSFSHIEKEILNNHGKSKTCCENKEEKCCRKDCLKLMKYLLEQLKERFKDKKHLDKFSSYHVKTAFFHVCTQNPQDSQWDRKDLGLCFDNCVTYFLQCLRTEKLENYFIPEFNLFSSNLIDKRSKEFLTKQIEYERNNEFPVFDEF
* = called active by the depositor; · = not tested or not shown; & = joins results of further samples. Cut-off read from the data, not from the text of the source, unless noted: active = inhibition above about 40%; inactive = the rest.

SMILES	NPYLR7 agonist	mcGAS inh	hcGAS inh
C=CCC(=O)NCC1CCN(Cc2ccc(C(F)(F)F)nc2)C1 (centres undefined)	2	-13	-2
Cc1ccc(-n2c(-c3ccc(Cl)cc3)cc(C(=O)N(CCC#N)Cc3cccnc3)c2C)cc1	-11	-4	-8
CCN1CCN(c2ncc(-c3cc(=O)[nH]c(Nc4ccccc4C)n3)c(C)n2)CC1	0	-7	-5
Cc1ccc(F)c(Oc2cc(N3CCN(C(=O)Cc4cccs4)CC3)ncn2)c1	-9	-5	-4
OC(COc1ccc2c(c1)OCO2)CN1CCN(c2ccc(F)cc2)CC1 (centres undefined)	6	·	-6
COc1cc(CN2CCCn3cccc3C2c2cc(OC)ccc2OC)cc(OC)c1 (centres undefined)	-4	-7	-7
COc1cccc(C(CN2CCN(C(=O)C3C[C@H]3c3ccccc3)CC2)OCc2ccc(C#N)cc2)c1 (some centres undefined)	-2	-7	-6
CC1C(=O)N(c2ccc3c(c2)OCO3)CCN1C(=O)C1CCC1 (centres undefined)	30	-5	-2
O=C(N1CCC(n2cnc3ccccc32)CC1)C1(c2ccccc2)CC1	·	-6	-9
Cc1cn(S(=O)(=O)c2ccc(Cl)cc2)c(C)n1	5	-3	-6
CCOC(=O)c1ccccc1SCC(c1ccccc1OC)[N+](=O)[O-] (centres undefined)	27	·	-8
CC(C)C1N(C(N)=S)N=CC1(C)C (centres undefined)	0	·	-10
Cc1cccc(Cn2cc(N3C(=O)C4C5CCC(O5)C4C3=O)cn2)c1 (centres undefined)	-1	·	8
Cc1ccc(CN(CC(O)COc2ccccc2C)CC2CCCO2)o1 (centres undefined)	11	-2	2
C(=Nc1nc2ccccc2n1CCN1CCCCC1)c1cccs1	0	-6	-5
O=C(c1cn(-c2ccccc2)nn1)N1CCN(C(=O)C2CCCO2)CC1 (centres undefined)	-6	·	1
Nc1ccnc(CNC(=O)C2CC2c2cccc(Cl)c2)n1 (centres undefined)	0	1	5
CN(C(=O)c1nc(Cl)ccc1Cl)C1C2CC3CC(C2)CC1C3 (centres undefined)	9	·	-5
CC(=O)N1CCC(NCc2ccc(Br)s2)C(C)C1 (centres undefined)	3	·	7
CCOC(=O)C1(Cc2ccc(OC)cc2)CCN(S(=O)(=O)c2c(C)noc2C)CC1	1	·	-4

Sorted by number of heavy atoms (largest number first): part of the list above.
SMILES	NPYLR7 agonist	mcGAS inh	hcGAS inh
CCOC(=O)C1(Cc2ccc(OC)cc2)CCN(S(=O)(=O)c2c(C)noc2C)CC1	1	·	-4
Cc1ccc(CN(CC(O)COc2ccccc2C)CC2CCCO2)o1 (centres undefined)	11	-2	2
Cc1cccc(Cn2cc(N3C(=O)C4C5CCC(O5)C4C3=O)cn2)c1 (centres undefined)	-1	·	8
C(=Nc1nc2ccccc2n1CCN1CCCCC1)c1cccs1	0	-6	-5
CN(C(=O)c1nc(Cl)ccc1Cl)C1C2CC3CC(C2)CC1C3 (centres undefined)	9	·	-5

Following part.
SMILES	NPYLR7 agonist	mcGAS inh	hcGAS inh
CCOC(=O)c1cc(-c2ccccc2)sc1NC(=O)Cc1ccc(F)cc1	12	-4	-5
Cc1ccsc1CN(Cc1ccc(F)cc1)C(=O)CN(C1CC1)S(=O)(=O)c1ccc(C(C)(C)C)cc1	-3	1	3
CN(Cc1nc2ccc(F)cc2[nH]1)C(=O)CCC1CCOC1=O (centres undefined)	-1	·	5
O=C(NC(=S)N1CCCC1)c1ccccc1	2	·	-6
Cc1ccc(F)c(S(=O)(=O)NCc2noc(C(C)(C)C)n2)c1	2	·	-3
CCN1CCN(Cc2cncc(-c3cc(C)ccc3C)c2)CC1	6	·	-2
CCOC(=O)N1CCN(/C=C(\C#N)S(=O)(=O)c2ccc(OC)cc2)CC1	6	·	-5
O=C(Nc1ccccc1N1CCCC1)c1cc(C2CC2)on1	-2	-1	-5
CCc1cccc2c(C(CC(=O)NC(C)C)c3cccc(OC)c3OC)c[nH]c12 (centres undefined)	-3	-5	-4
O=[N+]([O-])c1cccc(CN2CCCn3cccc3C2c2cccc(O)c2)c1 (centres undefined)	0	-3	-1

Whole records from above. Order of values: NPYLR7 agonist | mcGAS inh | hcGAS inh
O=C(NC(=S)N1CCCC1)c1ccccc1 as listed: 2 | · | -6
CCOC(=O)N1CCN(/C=C(\C#N)S(=O)(=O)c2ccc(OC)cc2)CC1 as listed: 6 | · | -5
CN(Cc1nc2ccc(F)cc2[nH]1)C(=O)CCC1CCOC1=O (centres undefined) as listed: -1 | · | 5
Cc1ccc(F)c(S(=O)(=O)NCc2noc(C(C)(C)C)n2)c1 as listed: 2 | · | -3
CC1C(=O)N(c2ccc3c(c2)OCO3)CCN1C(=O)C1CCC1 (centres undefined) as listed: 30 | -5 | -2

(further entries)
SMILES	NPYLR7 agonist	mcGAS inh	hcGAS inh
COCCCN(Cc1ccc(OS(C)(=O)=O)cc1)C(=O)Nc1c(Cl)cccc1Cl	15	-4	-2
CCOC(=O)NC1CS(=O)(=O)CC1Cl (centres undefined)	5	-7	-9
CC(C)(C)OC(=O)NC1CCCNC1 (centres undefined)	·	-5	-9
CCOCCn1c(SCC(=O)OCC)nc2c1c(=O)[nH]c(=O)n2C	0	·	-7
CCOc1ccccc1N1CCN(S(=O)(=O)c2cc(OC)ccc2OC)CC1	4	·	-7
O=S1(=O)CC2N=C(Nc3ccc(F)cc3F)SC2C1 (centres undefined)	-1	·	-4
Cc1ccc(C)c(COC(=O)c2cc(S(N)(=O)=O)ccc2N2CCOCC2)c1	-2	-2	1
NC(=O)c1nnc2n1CCN(C(=O)c1cccc3c1OCCO3)C2	4	·	5
NC(=O)c1cc(NC(=O)CCC(=O)O)ccc1Cl	19	·	-6
COCCN(Cc1ccc(OS(=O)(=O)c2ccc(NC(C)=O)cc2)cc1)C(=O)c1ccccc1Cl	2	-4	0
Cn1c(=O)c2[nH]c(SCC(=O)C(C)(C)C)nc2n(C)c1=O	1	·	-4
CCOC(=O)c1c(NC(=O)CCN2CCOCC2)sc(C)c1-c1ccccc1	-6	-2	-3
CCOCCn1c(CN2CCN(c3ccccc3F)CC2)nc2c1c(=O)n(C)c(=O)n2C	14	·	-3
O=C(NCc1cccnc1Oc1ccccc1F)c1cccc2c1OCC2	0	-15	-6
Cc1ccc(C(=O)Nc2ccc(-n3nc(OCC(C)C)nc3-c3ccc(Cl)c(Cl)c3)cc2)cc1[N+](=O)[O-]	·	-4	2
C=CCOCC(O)CN(Cc1ccccc1)Cc1ccc(C)o1 (centres undefined)	26	-6	-8
CCCN(Cc1c(C)nn(-c2ccccc2)c1Oc1ccc(C)cc1)CC(O)c1ccccc1 (centres undefined)	9	·	-4
CCN(CC)Cc1cnc2c(C(=O)N(CC)C3CCOC(C)(C)C3)cnn2c1 (centres undefined)	-5	4	3
COc1cc(S(=O)(=O)Nc2ccc(Cl)cc2)ccc1NC(=O)CC(C)(C)C	0	·	-7
C=CCCC(=O)N1CCC2(CC1)[C@H](C(=O)N(C)c1ccccc1)[C@@H](OC)C(=O)N2C	11	-7	5
O=C(c1ccc(-c2ccncc2)nc1)N1CCCN(C2CCCCC2)CC1	6	·	1
C=CCn1c(CCN2CCCCC2)n[nH]c1=S	1	·	3
Cc1nc(C(=O)NCCC2CCN(C(C)C)CC2)c(C)o1	·	-3	-9
CC(C)(NC(=O)CCn1ccc(=O)[nH]c1=O)c1cccc2ccccc12	8	-13	2
COCCNC(=O)CCN1C(=O)CSC1c1cccc(C)c1 (centres undefined)	23	-5	-6
Cc1noc(Cl)c1CC(=O)NCC(C)(C)NC(C)c1ccccc1 (centres undefined)	4	·	-17
Cc1cccc(C(=O)N(Cc2ccccc2)Cc2cc(NC(=O)C3CC3)ccc2N(C)C)c1	7	-7	-6
CN(Cc1ccc(OC(F)(F)F)cc1)C(=O)c1cccc(NS(C)(=O)=O)c1	4	·	-7
N#Cc1c(C[n+]2ccccc2)cc(=O)n2c1[nH]c1ccccc12	4&1	·	-3&1
CCOc1ccccc1CN1CCCC(CNC(=O)C2(c3ccc(Cl)cc3)CC2)C1 (centres undefined)	-4	·	-8
COc1ccc(NC(=O)C2C(=O)CN(c3ccccc3)C2=O)cc1 (centres undefined)	-4	·	-4
N#CC1C(=O)NC(=S)C(C(N)=O)C12CCCCC2 (centres undefined)	2	-2	-2
COc1ccc(OC)c(CCNc2nc3cnc(-c4cccc5ccccc45)cc3n2C)c1	59*	-7	-6
COCCOC(=O)C1=C(C)N(C)C(=O)NC1c1ccccc1I (centres undefined)	-2	·	-4
CN1CCC(N(C)c2ccc(-c3nc(CCc4ccccc4)no3)cn2)C1 (centres undefined)	5	·	-8
CCCC(=O)Nc1cc(-c2cn3nc(OC)ccc3n2)ccc1Cl	-8	-10	-7
COc1cc(NC(=O)Cn2c3ccccc3c(=O)c3ccccc32)cc(OC)c1	-2	·	-4
O=C(CCn1ccccc1=O)N1CCC2(CCCO2)CC1	-6	6	0
COc1ccc(CN2C3CCC2CC(NC(=O)c2ccc(C(F)(F)F)c(F)c2)C3)c(OC)c1 (centres undefined)	3	0	2
CC(NC(=O)C1CC=CCC1C(=O)O)c1ccc(Cl)cc1Cl (centres undefined)	1	-13	3
O=C(C1CCN(S(=O)(=O)c2ccccc2)CC1)N1CCC(CCc2ccccc2)CC1	-3	-7	-1
O=C(c1cnn2c(C(F)(F)F)cc(-c3ccco3)nc12)N1CCOCC1	5	-6	-2
CCS(=O)(=O)c1cccc(C(=O)N(Cc2cccnc2)c2nc3cc(C)c(C)cc3s2)c1	-4	-4	-9
Cc1ccc2[nH]c3c(=O)n(CC(=O)NC4CC4)cnc3c2c1	7	-10	-6
CN(C)C(=O)CN1CCC2(CCCO2)CCC1=O (centres undefined)	7	·	-8
CCC1CCC(C(=O)NCc2nc(Cc3ccccc3)n[nH]2)CC1 (centres undefined)	2	-18	-1
Nc1nc(C(Cl)(Cl)Cl)nc(-c2ccccc2)c1C(=O)c1ccccc1	-11	·	-4
O=C(c1ccc2ccccc2c1)N1CCC(n2c(=O)[nH]c3ccccc32)CC1	-13	·	-5
COCCCN1C(=O)C(=Cc2c(NCC3CCCO3)nc3ccccn3c2=O)SC1=S (centres undefined)	3	-7	-4
Cc1cc(C)n(CC(C)N2CCC(N3CCC(C(=O)NC4CC4)CC3)CC2)n1 (centres undefined)	21&22	·	-5&-1
Other compounds.
SMILES	NPYLR7 agonist	mcGAS inh	hcGAS inh
CCN1CC2([N+](=O)[O-])C=C(C(=O)O)CC([N+](=O)[O-])(C1)C2 (centres undefined)	1	0	1
COCc1cc(N2CCN(Cc3ccccc3)CC2)nc(SCc2ccc(C(=O)O)o2)n1	4	-4	-2
COCCNC(=O)[C@@]1(OCc2cccc(F)c2)CC(OCc2cccc(C(F)(F)F)c2)[C@@H]2OC(C)(C)O[C@@H]2C1 (some centres undefined)	11	-3	-4
COc1ccc(C)cc1NC1CCCN(C(=O)CC(C)(C)C)C1 (centres undefined)	-2	·	-5
N#Cc1c(-c2ccccc2)cc(-c2ccccc2)nc1C(C#N)C#N	-1	·	6
CCn1ccnc1CN(C)c1cc(C2CCNCC2)nc(C)n1	1	·	-5
Cc1nnc(SCC(=O)N2CCCC(C(=O)c3cccc(OC(C)C)c3)C2)s1 (centres undefined)	8	·	-4
COc1ccc(S(=O)(=O)c2cnc(SCC(=O)Nc3ccc(C)c(F)c3)[nH]c2=O)cc1	-4	-4	-3
Cc1occc1C(=O)NS(=O)(=O)c1c(Cl)nc2ccccn12	-2	-14	-12
COCC(C)NC(=O)CSC12CC3CC(CC(C3)C1)C2 (centres undefined)	4	·	-7
O=C(CCc1ccc(F)cc1)Nc1ccc(N2CCCCC2)nc1	3	·	-15
Cc1ccc(CN(C)C(=O)CNc2ccc3oc(=O)n(C)c3c2)o1	5	·	-2
CCCCn1c(=O)c2c(nc3n2CCCN3c2ccc(F)cc2)n(C)c1=O	-2	·	-10
Clc1cc(Cl)c2cccc3c2c1N=C3N1CCCCCC1	-8	·	-6
O=C(NC1CC1)C1COC2(CCN(C(=O)c3ccc(F)cc3)CC2)N1C(=O)c1cccc(F)c1 (centres undefined)	-2	-5	-5
Cc1ccc(-c2cc3c(=O)n(Cc4nc(-c5ccccc5)oc4C)ccn3n2)cc1	-1	-8	-5
Cn1cc(C(=O)Nc2ccc(Cl)cc2)c2[nH]c(=O)n(-c3ccc(F)cc3)c(=O)c21	4	·	-9
CC(Oc1ccc(O)cc1)(P(=O)(O)O)P(=O)(O)O	2	·	-5
